High-throughput results as filed in PubChem.
Growth percent in the NCI-60 one-dose screen (48 h, 10 µM unless noted): 100 = growth as untreated, 0 = no growth, -100 = all killed.
SK-MEL-28 = SK-MEL-28 melanoma | 81,000 compounds, 4.1% hits | AID 1794761
MDA-MB-435 = MDA-MB-435 melanoma | 82,000 compounds, 7.8% hits | AID 1794794
SK-MEL-5 = SK-MEL-5 melanoma; AID 1794755; 80,000 compounds, 6.4% hits
UACC-62 = UACC-62 melanoma | 81,000 compounds, 5.4% hits
M14 = M14 melanoma. 80,000 compounds, 6.2% hits. AID 1794745
MALME-3M = MALME-3M melanoma | 78,000 compounds, 5.8% hits | AID 1794766
SK-MEL-2 = SK-MEL-2 melanoma. 77,000 compounds, 4.7% hits. AID 1794763
UACC-257 = UACC-257 melanoma. 78,000 compounds, 4.4% hits. AID 1794764
An asterisk follows results filed as active; nt = no result given. The calls were made as follows: active = growth percent below 10; inactive = the rest.

SMILES	SK-MEL-28	MDA-MB-435	SK-MEL-5	UACC-62	M14	MALME-3M	SK-MEL-2	UACC-257
CCN1CCN(C(C(=O)NC23CC4CC(CC(C4)C2)C3)c2c[nH]c3ccccc23)C(=O)c2ccccc2C1=O (centres undefined)	108	96	97	77	90	111	88	95
CN(C)c1ccc(/C=C/c2cc(-c3ccccc3)c3ccccc3n2)cc1	88	100	97	77	97	99	109	101
CCN(CC)CCN(C(=O)C1c2ccccc2Oc2ccccc21)c1ccccc1	100	95	93	nt	89	93	115	114
CCOc1ccc(N2C(=O)[C@]3(NC2=S)[C@H](c2ccc(Cl)cc2)CN(C)[C@]32C(=O)NC3C=CC=C[C@H]32)cc1 (some centres undefined)	99	77	66	55	60	109	68	61
COc1cc2nc(Cc3ccc(C)cc3)[nH]c(=O)c2cc1OC	97	119	109	95	113	277	123	105
Nc1nc(N)c2c(n1)NC(c1sc(Cl)nc1Cl)CC(c1ccc(Cl)cc1)=N2 (centres undefined)	97	80	71	74	85	63	nt	94
C/C(N)=C(\C#N)C(=O)c1ccccc1	108	100	100	109	110	90	nt	88
CCOC(=O)c1cc(C(=O)c2ccc(Br)cc2)n2ccc(/C=C/c3ccncc3)cc12	110	101	97	90	103	96	104	102
CCOC(=O)/C(C#N)=C(\CC)c1ccccc1	103	103	108	107	99	92	nt	95
CC(Sc1nc2sc3c(c2c(=O)n1-c1ccc(Cl)cc1)CCCC3)C(=O)Nc1nc(-c2ccc(Br)cc2)cs1 (centres undefined)	105	102	97	89	94	95	101	93
CN(CCO)c1ccc(N2Cc3ccccc3OC3=C2C(=O)c2c(O)ccc(O)c2C3=O)cn1	-83*	-84*	-95*	-88*	-89*	-86*	-54*	-92*
CC1(C)N=C(N)NC(Nc2ccc(S(N)(=O)=O)cc2)=N1	104	105	101	94	nt	104	111	106
c1ccc2c3c([nH]c2c1)C(c1ccc2c(c1)OCO2)c1c([nH]c2ccccc12)C3c1ccc2c(c1)OCO2 (centres undefined)	104	99	93	87	94	80	104	101
CCOC(=O)CCC(NC(=O)OCc1ccccc1)C(=O)NNC(=O)OC(C)(C)C (centres undefined)	108	100	101	100	95	90	94	97
COc1ccc2nc(C)ccc2c1	103	103	88	106	100	90	104	98
Nc1nc(F)nc2c1ncn2C1OC(COP(=O)(O)O)C(O)C1O (centres undefined)	106	90	99	104	79	104	nt	104
O=C(CCCCCCC(=O)Nc1ccc(C(=O)/C=C/c2cn(-c3ccccc3)nc2-c2ccc(Br)cc2)cc1)NNc1ccccc1	104	101	101	83	nt	71	100	93
O=C(N/N=C/c1cccc(Oc2ccccc2)c1)c1ccc(Br)o1	111	109	84	91	98	122	77	56
CC1C(c2ccccc2)OCCN1C=NC#N (centres undefined)	106	104	106	112	103	101	117	108
ClCCn1cnc2c(SCc3ccccc3Cl)ncnc21	47	37	38	34	nt	43	nt	59
Nc1ccc(C(=O)c2ccc(N)c(Br)c2)cc1Br	45	-3.4*	8.9*	29	nt	79	8.1*	67
COc1ccc(C(=O)c2c(N)nc3n2CCCC3)cc1OC	108	104	100	109	103	100	103	100
Nc1cc(=S)[nH]c(=O)[nH]1	113	103	110	107	103	107	97	106
CCCCCCNC(=O)Oc1ccc(/C(=C(/C)c2ccc(Cl)cc2)c2ccc(OCCN3CCCCCC3)cc2)cc1	84	70	74	64	31	75	108	75
CN1Cn2c(ccc2C(F)(F)F)C(=O)CS1(=O)=O	105	103	103	99	104	90	105	102
Other compounds follow:
SMILES	SK-MEL-28	MDA-MB-435	SK-MEL-5	UACC-62	M14	MALME-3M	SK-MEL-2	UACC-257
O=C1Nc2ccc(Br)cc2/C1=N/N=C/c1ccc(F)cc1	113	108	100	94	nt	96	102	101
COc1cc(-c2nn(-c3ccc(NC(=O)CN4CCN(C)CC4)cc3)cc2-c2ccncc2)ccc1Cl	102	112	96	102	103	112	111	101
CCC/C=C(\C#N)C(=O)OC	109	90	97	110	108	104	94	92
CCOc1ccc(Nc2nc3ccccc3nc2Nc2ccc(OCC)cc2)cc1	99	53	82	73	38	84	89	75
C=C(C)C1CC[C@]2(C(=O)NCCCN3CCN(CCCN)CC3)CC[C@]3(C)C(=CC[C@@H]4[C@@]5(C)C[C@@H](CC#CC#CC[C@@H]6C[C@]7(C)[C@H]8CC=C9[C@H]%10C(C(=C)C)CC[C@]%10(C(=O)NCCCN%10CCN(CCCN)CC%10)CC[C@@]9(C)[C@]8(C)CC[C@H]7C(C)(C)[C@H]6OC(C)=O)[C@H](OC(C)=O)C(C)(C)[C@@H]5CC[C@]43C)[C@@H]12 (some centres undefined)	116	105	99	106	103	94	124	104
CCC(C)[C@@H]1NC(=O)[C@H](CC(C)C)NC(=O)[C@@H]2CCCN2C(=O)[C@H](Cc2ccccc2)NC(=O)[C@H](C(C)CC)NC(=O)[C@@H]2CCCN2C(=O)[C@H](CO)NC1=O (some centres undefined)	107	108	109	95	98	124	106	92
C=C(C)[C@@H]1CC[C@]2(C(N)=O)CC[C@]3(C)[C@H](CC[C@@H]4[C@@](C)(CC/C(N)=N/O)[C@H](C(=C)C)CC[C@]43C)[C@@H]12	108	101	97	86	91	89	121	100
C[C@@H](O)C[C@@H]1C[C@@H]1/C=C/c1ccccc1	98	105	99	90	98	94	101	96
CCCCCCCCCc1ccc(O)c(Cl)c1	98	103	98	90	105	101	94	82
COC(=O)c1c(C(=O)OC)c2ccc3c4ccccc4ccc3n2c1C(=O)C(C)(C)C	90	94	45	60	82	85	107	91
O=C(CCCn1c(O)c(/C=C2\C=Nc3ccccc32)sc1=S)NCCc1c[nH]c2ccccc12	98	94	83	95	37	96	96	96
C[C@@]1(C(=O)O)CC2C=CC1C2 (some centres undefined)	124	119	113	110	105	114	111	122
COc1ccc(CN2CCc3c(Nc4ccccc4)nc(N)nc3C2=O)c(OC)c1	88	76	88	66	62	88	90	81
O=C(CNCCN1CCOCC1)N1c2cccc3cccc(c23)N(C(=O)CNCCN2CCOCC2)C1c1cn(-c2ccccc2)nc1-c1cccc([N+](=O)[O-])c1	64	80	58	95	-16*	-87*	97	90
O=C(N/N=C/c1c[nH]c2ccccc12)Nc1ccc(F)c(Cl)c1	59	0.9*	34	49	34	56	-9.2*	61
Cc1nc2cc3ccccc3cc2s1	113	114	112	108	121	152	133	111
CC(=O)CC(=O)OC1CCCCC1C (centres undefined)	118	97	109	101	105	102	105	98
O=C(/C=C/c1ccc(Oc2ccc(Cl)cc2)cc1)c1cc2ccccc2oc1=O	99	100	96	78	91	69	106	97
CCCCCCCCn1c2ccccc2c2c3c(c4c5cc(OC)ccc5oc4c21)C(=O)N(O)C3=O	104	113	101	82	106	60	nt	nt
Brc1c(-c2ccncc2)nc2n1CCS2	93	94	103	84	nt	114	93	91
COc1cc2c3c(n(CCCN4CCC[C@@H]4CO)c(=O)c2cc1OC)-c1cc2c(cc1C3=O)OCO2	-92*	-87*	-91*	12	-86*	-86*	120	71
O=C1OCCN1NCc1ccc([N+](=O)[O-])o1	110	102	98	114	99	115	112	94
Cc1cc(Cl)cc(CN(Cc2ccccc2)Cc2c(O)ccc3ccccc23)c1O	113	112	95	89	104	97	91	100
O=C1NC(=O)C2(C=C(c3ccccc3)C(O)(c3ccccc3)C2)N1 (centres undefined)	111	122	117	92	100	181	106	102
NC(=O)CSc1nnc(CCC(=O)c2nc3ccccc3[nH]2)s1	115	104	109	97	99	103	nt	118

Arranged by count of non-hydrogen atoms (high to low): part of the list above.
SMILES	SK-MEL-28	MDA-MB-435	SK-MEL-5	UACC-62	M14	MALME-3M	SK-MEL-2	UACC-257
O=C(CNCCN1CCOCC1)N1c2cccc3cccc(c23)N(C(=O)CNCCN2CCOCC2)C1c1cn(-c2ccccc2)nc1-c1cccc([N+](=O)[O-])c1	64	80	58	95	-16*	-87*	97	90
CCC(C)[C@@H]1NC(=O)[C@H](CC(C)C)NC(=O)[C@@H]2CCCN2C(=O)[C@H](Cc2ccccc2)NC(=O)[C@H](C(C)CC)NC(=O)[C@@H]2CCCN2C(=O)[C@H](CO)NC1=O (some centres undefined)	107	108	109	95	98	124	106	92
COc1cc(-c2nn(-c3ccc(NC(=O)CN4CCN(C)CC4)cc3)cc2-c2ccncc2)ccc1Cl	102	112	96	102	103	112	111	101
CCCCCCCCn1c2ccccc2c2c3c(c4c5cc(OC)ccc5oc4c21)C(=O)N(O)C3=O	104	113	101	82	106	60	nt	nt
O=C(CCCn1c(O)c(/C=C2\C=Nc3ccccc32)sc1=S)NCCc1c[nH]c2ccccc12	98	94	83	95	37	96	96	96
COc1ccc(CN2CCc3c(Nc4ccccc4)nc(N)nc3C2=O)c(OC)c1	88	76	88	66	62	88	90	81
O=C(/C=C/c1ccc(Oc2ccc(Cl)cc2)cc1)c1cc2ccccc2oc1=O	99	100	96	78	91	69	106	97
O=C1NC(=O)C2(C=C(c3ccccc3)C(O)(c3ccccc3)C2)N1 (centres undefined)	111	122	117	92	100	181	106	102
O=C(N/N=C/c1c[nH]c2ccccc12)Nc1ccc(F)c(Cl)c1	59	0.9*	34	49	34	56	-9.2*	61
O=C1OCCN1NCc1ccc([N+](=O)[O-])o1	110	102	98	114	99	115	112	94
CC(=O)CC(=O)OC1CCCCC1C (centres undefined)	118	97	109	101	105	102	105	98
CCC/C=C(\C#N)C(=O)OC	109	90	97	110	108	104	94	92

The list continues.
SMILES	SK-MEL-28	MDA-MB-435	SK-MEL-5	UACC-62	M14	MALME-3M	SK-MEL-2	UACC-257
COc1cc(-c2nc(SCCC(C)C)nc(Nc3ccc(Cl)cc3)c2C#N)cc(OC)c1OC	96	91	98	81	94	99	99	111
Cn1c(=O)c(F)c(Nc2ccc(I)cc2F)c2c(=O)n(C[C@@H](O)CO)cnc21	0.0*	44	36	0.3*	6.8*	0.3*	nt	-21*
COc1cc(/C=C2\C(=O)N(C(=O)c3csc(NC(C)=O)n3)N=C2C)cc(OC)c1OC	107	106	108	111	96	89	101	101
COc1cc(C2=NN(C(=O)c3ccc(S(C)(=O)=O)cc3)C(c3ccc4c(c3)OCO4)C2)cc(OC)c1OC (centres undefined)	105	102	98	91	101	105	96	99
O=S(=O)(NCCCNc1nccc(-c2[nH]c(-c3ccccc3)nc2-c2ccc(Cl)c(O)c2)n1)c1ccccc1	39	39	45	21	23	16	17	22
c1ccc(N2N=NC3C4CCC(C4)C32)cc1 (centres undefined)	106	109	107	88	100	89	nt	123
Cc1c(C(=O)N=Nc2c(O)[nH]c3ccc(F)cc23)oc2ccccc12	109	99	nt	89	106	88	96	108
COc1ccc(Cn2cc(C(=O)Nc3cccnc3Nc3ccc(OC)cc3OC)nn2)cc1	107	99	94	92	97	107	106	101
CCC(C)(c1cc(C(C)(C)C)c(O)c(C(C)(C)C)c1)c1cc(C(C)(C)C)c(O)c(C(C)(C)C)c1	106	105	100	92	98	94	96	95
COc1ccc(C2CCCCC2SCC(=O)O)cc1OC (centres undefined)	100	103	97	103	121	114	103	94
CC1=C(C)C[C@@]2(Cc3c(ccc4ccccc34)C2=O)S(=O)C1 (some centres undefined)	100	115	106	101	93	98	91	101
Cc1ccc(S(=O)(=O)Nc2ccc(Cl)cc2C(=O)O)cc1	112	110	nt	107	107	nt	106	93
COc1ccc(-n2c(-c3ccccc3)c(-c3ccccc3)c3c(SCC(=O)N/N=C/c4ccc([N+](=O)[O-])cc4)ncnc32)cc1	108	97	90	86	106	112	113	99
CCCCN1C(=O)/C(=c2\sc3n(c2=O)NC2C(N=3)N(CC)C(=O)N2CC)c2cc(Cl)ccc21 (centres undefined)	111	102	107	79	107	109	127	117
C=C(C)[C@@H]1CC[C@]2(C=O)CC[C@]3(C)[C@H](CC[C@@H]4[C@@]5(C)CCC(=O)C(C)(C)[C@@H]5CC[C@]43C)[C@@H]12	104	97	88	73	91	99	113	93
CCOC(=O)/C(C#N)=C(\C)CCc1ccccc1	98	110	98	110	92	97	106	89
O=C(Oc1c(Cl)cc(Cl)cc1[N+](=O)[O-])c1ccccc1Cl	111	88	95	99	97	95	107	104
O=C(Nc1nc(-c2ccc(Cl)cc2)cc(-c2ccccc2Cl)n1)c1cccnc1	104	101	99	79	114	121	118	116
COc1ccc(N/C=C/C2=[N+](C)c3ccccc3C2(C)C)c(OC)c1	113	95	91	93	86	85	114	99
N=C(N)SCc1cccc2c(CSC(=N)N)cccc12	109	107	109	97	105	102	106	96
C/C(=C(/C)C1CC1CCNC1CCN(C(=O)OC(C)(C)C)CC1)c1ccccc1 (centres undefined)	98	94	90	98	98	90	106	103
COc1ccc([C@H]2Nc3c(c(C(C)(C)C)nn3-c3ccccc3)C(=O)[C@]23CCCC3=O)cc1	107	101	93	86	82	105	105	98
Cc1c(C(=O)NCc2nc3ccccc3[nH]2)[nH]c2ccc(Cl)cc2c1=O	117	103	94	103	103	103	98	100
COc1c(B(O)O)cccc1-c1nc2c(F)cc3n[nH]c(C)c3c2c2c1CCCC2	25	21	20	3.5*	41	56	-10*	19
CC1COc2c(N3CCN(C)CC3)c(F)cc3c(=O)c(C(=O)N/N=C/c4c[nH]c5ccccc45)cn1c23 (centres undefined)	98	103	96	93	nt	89	110	116
New compounds follow:
SMILES	SK-MEL-28	MDA-MB-435	SK-MEL-5	UACC-62	M14	MALME-3M	SK-MEL-2	UACC-257
COc1ccc(Nc2ncccc2C(=O)NCc2cn(Cc3cccc(Oc4ccccc4)c3)nn2)c(OC)c1	62	-24*	23	34	14	46	nt	86
Nc1ccc([N+](=O)[O-])cc1F	99	90	97	95	103	100	93	92
CC(C)NCC(O)COc1ccc(CC(N)=O)cc1 (centres undefined)	103	107	95	107	98	98	105	104
O=C(CN1CCCCCC1)Nc1nc2ccc(NCc3ccc(Cl)cc3)cc2s1	104	100	98	88	99	98	109	100
Cn1cc(-c2nn3cc(-c4cccnc4)nc3s2)c2cc(Cl)ccc21	103	102	96	82	96	77	104	109
Fc1ccccc1-c1nc(-c2nc3ccc(Cl)cc3[nH]2)c2ccccn12	104	92	76	74	90	94	76	94
Cc1ccnc(Nc2ccc([N+](=O)[O-])c(NCCN3CCOCC3)n2)c1	72	-20*	-3.4*	37	24	89	52	86
